# Compound activity as filed in PubChem.
# aSyn rescue – qHTS of alpha-syn Inhibitors. Yeast expressing alpha-synuclein, growth rescue, BacTiter-Glo, 24 h. Potency, µM (doses to about 46.1 µM), inactives show at the highest dose growth rescue (activation), actives largely listed as activators. 0.14% of 370,000 active. AID 652106, 2013; also: potency is read from the fitted curve at half-maximal effect; % of control where 0% means no effect; nearly all actives have a fitted effect of over 65% in size
#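 Screening used galactose-induced yeast with toxic alpha-synuclein levels, exposed to compound for 24 hr at 30 deg C. Cell growth, read with BacTiter-Glo luminescence, gave the measured signal.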
# TDP43 rescue – qHTS of TDP-43 Inhibitors; TDP-43 expressing yeast growth rescue, BacTiter-Glo, 24 h; Potency, µM (highest dose often 46.1 µM), for inactives: top-dose growth rescue (activation), hits mostly activators; 1.8% of 410,000 active; AID 652104, 2013; also: potency is read from the fitted curve at half-maximal effect; % of control where 0% means no effect; nearly all actives have a fitted effect of over 50% in size
#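 In this qHTS, compounds that restore growth of yeast expressing TDP-43 appear as activators. Cells (OD600=0.02, galactose medium, raffinose-pregrown) are incubated with compound 24 hr at 30 deg C and growth is quantified by BacTiter-Glo.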
# PTHR1 ag – qHTS for PTHR1 Agonists: Primary Screen. 0.075% of 410,000 active. Potency, µM (series often up to 115 µM), for inactives: top-dose activation, hits mostly activators. Parathyroid hormone/parathyroid hormone-related peptide receptor (Homo sapiens), Q03431. HEK293 GP2 PTHR1 cells, GloSensor cAMP luminescence, 1 h. AID 743266, 2014; also: potency is read from the fitted curve at half-maximal effect; nearly all actives have a fitted effect of over 55% in size; some results filed as inactive show a strong effect at the top dose; inactives centre near -15; many of its hits are not listed in these tables
# Target sequence (Q03431 whole entry, looked up): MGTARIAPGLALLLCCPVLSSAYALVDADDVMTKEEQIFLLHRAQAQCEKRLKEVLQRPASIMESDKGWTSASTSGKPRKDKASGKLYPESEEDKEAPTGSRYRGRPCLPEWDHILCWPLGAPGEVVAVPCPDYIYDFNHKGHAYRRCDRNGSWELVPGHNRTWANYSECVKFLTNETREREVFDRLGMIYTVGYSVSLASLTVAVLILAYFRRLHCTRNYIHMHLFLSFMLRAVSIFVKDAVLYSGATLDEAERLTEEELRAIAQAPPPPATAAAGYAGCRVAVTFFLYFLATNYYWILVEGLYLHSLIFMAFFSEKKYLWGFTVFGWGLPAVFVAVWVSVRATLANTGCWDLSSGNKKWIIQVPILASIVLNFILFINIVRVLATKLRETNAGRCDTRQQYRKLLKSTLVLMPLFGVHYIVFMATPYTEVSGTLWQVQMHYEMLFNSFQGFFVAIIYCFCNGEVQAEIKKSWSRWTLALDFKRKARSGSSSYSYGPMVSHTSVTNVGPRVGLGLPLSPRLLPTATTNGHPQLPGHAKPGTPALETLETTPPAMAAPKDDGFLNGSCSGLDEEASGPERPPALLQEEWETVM
#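 HEK-293-derived GP2 cells expressing PTHR1 and a GloSensor cAMP reporter, 3,000/well, plated overnight, given luciferin plus IBMX (each 0.5 mM as added) for 1 h at 37 °C, then compound for 1 h at 37 °C. Luminescence was read after 15 min at room temperature.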
# GLP-1R agonist – qHTS of GLP-1 Receptor Agonists | Glucagon-like peptide 1 receptor (Homo sapiens), P43220 | HEK293 GLP-1R CRE-luciferase, luminescence, 4-6 h; cells express a hypersensitive GLP-1R form | Potency, µM (series often up to 45.6 µM), for inactives: at the highest dose activation, most hits filed as activators | 0.007% of 380,000 active | AID 624172, 2012; also: potency is read from the fitted curve at half-maximal effect; % of control where 0% means no effect
# HEK293 tox – qHTS of GLP-1 Receptor Inverse Agonists: Cytotox Screen. HEK293 cAMP-luciferase reporter cells, luminescence, 24 h. Potency, µM (doses to about 38.3 µM), inactives show at the top dose activity change, negative = inhibition, actives largely listed as inhibitors. 0.13% of 410,000 active;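 also: loss of luciferase light is scored as toxicity; potency is read from the fitted curve at half-maximal effect; % is scaled to controls: 0 for no effect and ±100 for the full control effect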
#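 1536-well qHTS counterscreen of the MLSMR; 200 cells/uL, 12 h pre-incubation, 23 nL cpd, 24 h at 37 deg C 5% CO2, luciferase detection reagent, 12 min RT, luminescence. Inhibition = undesired.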
# GLP-1R inv ag – qHTS of GLP-1 Receptor Inverse Agonists (Inhibition Mode); Potency, µM (top dose mostly 38.3 µM), for inactives: at the highest dose activity change, negative = inhibition, hits mostly inhibitors; AID 624417, 2012; 1.6% of 410,000 active; HEK293 GLP-1R CRE-luciferase, luminescence, 24 h; GLP-1R form is constitutively active; also: potency is read from the fitted curve at half-maximal effect; % is scaled to controls: 0 for no effect and ±100 for the full control effect; nearly all actives have a fitted effect of over 55% in size
#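 Seeding at 200 cells/uL, 12 h culture, 24 hr compound treatment, then luciferase reagent and a luminescence read; cells are HEK293 stably expressing a constitutively active GLP-1R plus cAMP-responsive luciferase.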
# DRD3 antagonist – qHTS of D3 Dopamine Receptor Antagonist: qHTS; D(3) dopamine receptor (Homo sapiens), P35462; D3R cells, DiscoveRx beta-arrestin luminescence, antagonist mode; hits give low values; max response, negative = inhibition, %; 2.5% of 360,000 active; AID 652054, 2013; in the data active = max response below about -50%; inconclusive = no clear call, values can overlap the other calls; also: % is scaled to controls: 0 for no effect and ±100 for the full control effect; mostly tested at two doses, the higher about 12 µM
# Target sequence (P35462 whole entry, looked up): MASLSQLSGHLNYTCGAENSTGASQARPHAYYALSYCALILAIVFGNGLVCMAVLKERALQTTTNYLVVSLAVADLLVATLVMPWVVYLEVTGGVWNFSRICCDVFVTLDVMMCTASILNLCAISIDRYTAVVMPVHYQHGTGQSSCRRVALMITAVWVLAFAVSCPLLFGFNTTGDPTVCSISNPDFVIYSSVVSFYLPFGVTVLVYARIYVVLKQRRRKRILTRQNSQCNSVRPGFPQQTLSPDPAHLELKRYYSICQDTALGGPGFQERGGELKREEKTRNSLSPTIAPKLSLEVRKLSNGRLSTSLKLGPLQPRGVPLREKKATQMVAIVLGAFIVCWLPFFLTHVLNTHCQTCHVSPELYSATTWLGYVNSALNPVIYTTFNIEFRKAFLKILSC
#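 Cells plated overnight at 1500 cells/well, then exposed to library compounds with dopamine controls for 90 minutes at 37 degrees C. DiscoveRx reagent added for 30–60 minutes at room temperature; luminescence read, quantitative HTS format.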
# KB-V1 cytotox – qHTS assay for MDR1-selective chemotherapeutics: Primary screen using the drug-selected MDR subline cells KB-V1; Potency, µM (series often up to 46.1 µM), inactives show at the highest dose activity change, negative = cytotoxicity, actives largely listed as cytotoxic; KB-V1 MDR cells viability, CellTiter-Glo, 72 h; AID 1347076, 2019; 3.4% of 400,000 active; also: potency is read from the fitted curve at half-maximal effect; % is scaled to controls: 0 for no effect and ±100 for the full control effect; nearly all actives have a fitted effect of over 60% in size
#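 qHTS viability screen in drug-selected KB-V1 MDR cells: 72 h compound treatment at 37 degrees C, ATP luminescence end point.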
# DRD3 agonist – qHTS of D3 Dopamine Receptor Agonist: qHTS. 0.58% of 410,000 active. AID 652048, 2013. D3R DiscoveRx beta-arrestin cells, luminescence, 90 min. D(3) dopamine receptor (Homo sapiens), P35462. max activation, %; in the data active = max activation above about 30%; also: 0% is about no effect; mostly tested at two doses, the higher about 12 µM
#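 Agonist mode: compounds and dopamine controls were applied to plated cells for 90 min at 37 degrees C after an overnight attachment at 1500 cells/well. Luminescent read-out followed 30 - 60 minutes at room temperature with DiscoveRx detection reagent.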
# Active calls of the source: *; i = inactive; ? = inconclusive; / = no result given; [ ] = another dose, or the depositor's remark. Unless noted, calls follow the shape of the dose curve; as a rule, active = well fitted curve in the direction sought with a large enough effect; inconclusive = small, poorly fitted or top-dose-only effect, or another doubt; inactive = no such curve, though single readings can be large; an effect the other way counts as inactive or inconclusive.
# Values run as follows: aSyn rescue | GLP-1R agonist | DRD3 antagonist | HEK293 tox | TDP43 rescue | KB-V1 cytotox | PTHR1 ag | GLP-1R inv ag | DRD3 agonist
> COC(=O)c1[nH]c2ccccc2c1NC(=O)CN1CCC(C(N)=O)(N2CCCCC2)CC1
    0% | 24% | -54* | 1% | -1% | -9% | i | 3% | 1
> CCN(CC)C(=O)CSc1ncnc2c(-c3cccs3)nsc12
    -6% | -6% | -19 | 2% | 16% | -7% | -22% | ? | 1
> CC1CCCCC1NC(=O)COC(=O)COc1ccccc1F (stereo unspecified)
    -4% | -9% | -14 | -1% | 12% | 9% | i | 5% | -3
> COc1ccc2oc(C(=O)NCC(c3ccco3)N(C)C)c(C)c2c1 (stereo unspecified)
    -2% | 17% | 7 | 3% | 9% | -12% | -8% | -18% | -4
> N#CC1=C(N)N(c2cccc(Cl)c2)C2=C(C(=O)CCC2)C1c1cc(CN2CCOCC2)cs1 (stereo unspecified)
    / | / | / | -7% | 9% | 0% | -15% | 13% | -2
> CC(C)(C)c1ccc(OCCn2nc(C(=O)O)c3ccccc3c2=O)cc1
    0% | 26% | 31 | -10% | -17% | -16% | -20% | ? | 20
> O=C(c1cnccn1)N1CCN(c2ccccc2F)CC1
    0% | -7% | 13 | -2% | 0% | -3% | i | 6% | 8
> Cn1nc(C(F)(F)F)c2cc(C(=O)N3CCOCC3)sc21
    -5% | 21% | -3 | -5% | -2%[0.397 µM] | -5% | i | 52%[activator] | 4
> COC(=O)c1ccc(CSc2nc3ccncc3n2Cc2ccc(F)cc2)cc1
    / | / | / | -4% | 17% | -8% | -80%[inhibitor] | 39%[activator] | 10
> Cc1nnc(SCC(=O)Nc2sccc2C(N)=O)s1
    -6% | -4% | -6 | 5% | -1% | ? | 8% | -6% | 2
> C[C@@H]1O[C@@H](O[C@@H]2[C@@H](O)[C@H](OCCc3ccc(O)c(O)c3)O[C@H](CO)[C@H]2OC(=O)/C=C/c2ccc(O)c(O)c2)[C@H](O)[C@H](O)[C@H]1O
    -3% | -3% | ? | -4% | 21% | -13% | -2% | 13% | 21
> CC(Nc1nc(N2CCCC2)nc2ccccc12)c1ccccc1 (stereo unspecified)
    -4% | 0% | -75* | ? | -15% | ? | -47%[inhibitor] | ? | -2
> Cc1ccc(Nc2nc(-c3ccccc3)c(CC(=O)O)s2)cc1
    -1% | 11% | -24 | 22% | 7% | -1% | -23% | ? | 0
> O=C(NC(=O)c1cccc(OC(F)(F)C(F)F)c1)OC1CCS(=O)(=O)C1 (stereo unspecified)
    2% | -7% | -10 | 17% | 3% | 1% | 30%[57.5 µM] | 13% | 2
> COc1cc(SC)ccc1C(=O)N1CCCc2ccccc21
    3% | 2% | 4 | 0% | ? | -17% | -9% | -23% | -4
> Cc1ccc2[nH]c(=O)c(CN(CC3CCCO3)C(=S)NCc3ccco3)cc2c1 (stereo unspecified)
    0% | 4% | -1 | -5% | 12% | 5% | -11% | -20% | 1
> C[C@H](CO)N1C[C@H](C)[C@@H](CN(C)C(=O)Nc2ccc(F)cc2)OCc2cnnn2CCCC1=O
    5% | -9% | 20 | 8% | 16% | 11% | -34%[inhibitor] | 6% | 14
> COc1ccc(-n2cnnc2SCC(=O)NC2CCS(=O)(=O)C2)cc1 (stereo unspecified)
    1% | -4% | 0 | 7% | 2% | 9% | -25%[57.5 µM] | 5% | 3
> CC(C)CC1C(=O)N(Cc2cn(CCC3OCCO3)nn2)CCS(=O)(=O)N1Cc1ccc(-c2ccc(F)nc2)cc1 (stereo unspecified)
    -8% | -6% | 32 | -4% | 0% | -18% | -62% | -20% | 10
> OC[C@H]1O[C@H](OC[C@H]2OC(O)[C@H](O)[C@@H](O)[C@@H]2O)[C@H](O)[C@@H](O)[C@@H]1O (stereo partly specified)
    -3% | 2% | 8 | 1% | 15% | 18% | -38%[inhibitor] | 7% | 22
> O=C(NC1=NCCS1)c1ccc(C(F)(F)F)cc1
    -11% | 12% | ? | 1% | 5% | ? | -21% | 1% | -7
> COc1ccc(NC(=O)Cn2c(=O)sc3ccccc32)cc1
    -5% | 1% | -1 | 47%[activator] | 7% | -1% | 28%[57.5 µM] | -1% | -3
> CCCCNC(=O)c1nc(C2CCNCC2)oc1-c1ccccc1
    -3% | / | 9 | -9% | 0% | -11% | i | ? | 2
> O=C(CSc1ccccc1)N1CCN(c2ccccc2)CC1
    15% | 7% | -13 | -17% | 19% | ? | -17%[57.5 µM] | 8% | 0
> Cc1c(Br)c(C(F)(F)F)nn1CC(=O)NCc1ccco1
    1% | -1% | 4 | 0% | -17% | -2% | i | -28% | 2
> CCCCOc1cccc(NC(=O)c2cccc(C(=O)Nc3cccc(OCCCC)c3)c2)c1
    / | / | / | -2% | 8% | / | i | 3% | 4
> Cc1csc(NC(=O)CSc2nnc(Cn3c(=O)sc4ccccc43)n2-c2ccccc2)n1
    1% | 2% | -17 | 4% | 0% | 5% | -57%[inhibitor] | -15% | 1
> O=C(CNCCO)N1N=C(c2cccs2)CC1c1cccs1 (stereo unspecified)
    13% | -2% | 9 | 2% | -1% | -1% | i | 5% | 2
> O=C(NCCN1C(=O)S/C(=C\c2cccs2)C1=O)c1ccco1
    -3% | 2% | 6 | 19% | -11% | 3% | 26% | 14% | 2
> O=C1N(c2cccc(Cl)c2)C(c2ccc(Cl)cc2)N2CCCN12 (stereo unspecified)
    17% | -2% | 6 | -16% | 25% | ? | -25% | ? | 4
> Cc1cc(C)c(S(=O)(=O)N2CCN(C(=O)C3CCCO3)CC2)c(C)c1 (stereo unspecified)
    -15% | 7% | 1 | 5% | 2% | 10% | i | -9% | -3
> COc1ccc(S(=O)(=O)NCCc2nnc3ccc(SCc4cccnc4)nn23)cc1
    -5% | -5% | 5 | 3% | -7% | -17% | -21% | 10% | 2
> O=C(COC(=O)c1cccs1)Nc1ccccc1
    -2% | 2% | ? | 7% | -12% | 12% | -2%[57.5 µM] | 0% | 5
> Cc1ccc2nc3sc(C(=O)Nc4c(C)[nH]c(=O)[nH]c4=O)c(N)c3cc2c1
    4% | 17% | 2 | 3% | 0% | 3% | -5% | 17% | -3
> COc1ccc(-c2n[nH]c(=S)n2-c2ccc(C)cc2C)cc1
    14% | -2% | 8 | ? | 35% | 27% | -8% | -4% | 3
> COc1ccc(C(NC(=O)C2CCN(CCCOc3ccccc3)CC2)c2ccccn2)cc1 (stereo unspecified)
    -6% | -1% | -110* | -1% | 1% | -1% | -14% | ? | -24
> CCn1c(COc2ccc(C)cc2)nnc1SCc1nc2ccccc2[nH]1
    4% | -4% | ? | -8% | 5% | 2.6µM* | -1%[57.5 µM] | 0% | -2
> O=C(O)CCC(=O)Nc1ccc(-c2csc(Nc3cccc4ccccc34)n2)cc1
    -2%[1.84 µM] | 2% | -1 | -21% | 9% | 18% | i | 4% | 21
> CCOC(=O)Cc1csc(NC(=O)CSc2nc3cccnc3n2CC)n1
    -1% | 8% | 23 | -3% | -9% | -28% | -20% | 8% | -2
> COc1ccc(C(=O)NCc2nnc(SCC(=O)N3CCC(C)CC3)o2)cc1OC
    -2% | -3% | 16 | -13% | 12% | 7% | -8% | 2% | 3
> CCC(=O)c1cccc2c1N=CC1=C(CC(C)(C)CC1=O)N2
    4% | -6% | -13 | -1% | -9% | 4% | -11%[57.5 µM] | 1% | 5
> CCOC(=O)N1CCN(C(=O)c2ccc(OCC)c(OCC)c2)CC1
    -8% | 7% | 16 | -16% | 6% | -8% | -1%[57.5 µM] | 3% | -15
> Cc1cc(Cl)ccc1C(=O)C1CCCN(C(=O)CCN2CCCO2)C1 (stereo unspecified)
    18% | 3% | 0 | 2% | / | 5% | 0% | -26% | -12
> CCOC(=O)c1c(NC(=O)Cn2nnc(-c3ccccc3Cl)n2)sc(C)c1C
    -2% | -2% | -25 | 0% | 1% | -16% | i | 2% | 2
> COc1ccc(/C=N/NC(=O)C(Cc2c[nH]c3ccccc23)NC(=O)OCC(C)C)cc1[N+](=O)[O-] (stereo unspecified)
    -7% | 18% | -11 | -15% | -22% | 4% | i | 119%[activator] | -10
> Cc1ccn2c(Nc3ccc(C(C)C)cc3)c(-c3cccs3)nc2c1
    / | / | / | 15% | 15% | -1% | -34%[inhibitor] | -22% | 3
> Nc1nc(-c2ccc(F)cc2)cs1
    -3% | 16% | -16 | -7% | -12% | 23% | i | 17% | -6
> CC(C)C(=O)N1CCC(c2nc(-c3ccc(S(=O)(=O)N4CCN(C)CC4)cc3)no2)CC1
    2% | 2% | 18 | -3% | 9% | -6% | i | 7% | 5
> N=C(N)SCc1ccc(O)c([N+](=O)[O-])c1
    -22% | -2% | -1 | -12% | -12% | 15% | -11% | 2% | -10
> N#CCCN(Cc1cccnc1)S(=O)(=O)c1ccc(S(=O)(=O)NC2CCCCC2)cc1
    -5% | 1% | 17 | -21% | -15% | ? | 13%[57.5 µM] | 1% | 4
> Cc1ccc(/C=N/NC(=O)c2ccccn2)o1
    3% | 0% | 6 | -1%[1.53 µM] | 29% | -1% | i | 5% | 4
> O=S(=O)(Nc1cccc(-c2ccc(N3CCOCC3)nn2)c1)c1cc(Cl)ccc1Cl
    1% | 21% | -9 | 10% | -10% | 3% | -1% | 8% | 5
> O=C(O)c1ccc(NC(=O)c2cc(S(=O)(=O)N3CCCCC3)c(Cl)cc2Cl)cc1
    / | / | / | 0% | 23% | -11% | ? | 6% | 5
> Cc1ccc(N(CC(=O)Nc2ccc3c(c2)OCCO3)S(=O)(=O)c2c(C)noc2C)cc1
    ? | -4% | 29 | -3% | ? | ? | -2%[57.5 µM] | ? | 4

# This is a subset, so the mix of outcomes need not match the whole.
